Screens as filed in PubChem BioAssay.
TcdB inh: TcdB glycohydrolase inhibition; actives 0.24% (n = 350,000); TcdB glycohydrolase enzymatic assay, plate reader; inhibition, % at 9.99 µM; in the data active means inhibition above about 10%
An asterisk follows results filed as active.

Screening CN(C)C(=O)C[C@H]1C[C@@H]2c3cc(NC(=O)C4CCOCC4)ccc3O[C@@H]2[C@H](CO)O1 returned TcdB inh -0.3.
CCCN1[C@@H]2Cn3c(ccc(-c4ccccc4F)c3=O)[C@H]1[C@@H](C(=O)NCCOC)[C@@H]2CO was read as TcdB inh 0.2.
Screening CCNC(=O)[C@@H]1[C@@H](CO)[C@@H]2Cn3c(ccc(-c4cccnc4)c3=O)[C@@H]2N1Cc1ccccc1 returned TcdB inh -0.1.
C[C@@H]1CN([C@H](C)CO)C(=O)c2cc(C#CC3CC3)cnc2O[C@@H]1CN(C)C(=O)Cc1ccccn1 was read as TcdB inh -0.7.
`COc1ccc2c3c(n(C)c2c1)[C@@H](CO)N(C(=O)Cc1ccccn1)CC31CCN(Cc2ccccn2)CC1` gave TcdB inh 0.5.
COc1ccc(CN(C)C[C@H]2Oc3ccc(NC(=O)NC(C)C)cc3CC(=O)N([C@@H](C)CO)C[C@H]2C)cc1 was read as TcdB inh -18.
For CS(=O)(=O)N1[C@H](C#N)[C@H](c2ccccc2)[C@@H]1CO the results were TcdB inh 0.4.
`COCCOC(=O)N1C(=O)[C@@]2(c3ccccc31)[C@H](C(=O)N1CCN(c3ncccn3)CC1)[C@H]1C(=O)O[C@H](c3ccccc3)[C@H](c3ccccc3)N1[C@@H]2c1ccccc1OCCO` gave TcdB inh -0.1.
`CC(C)CC#Cc1cnc2c(c1)C(=O)N([C@@H](C)CO)C[C@@H](C)[C@H](CN(C)Cc1ccccn1)O2` gave TcdB inh -8.0.
Screening C[C@H](CO)N1C[C@H](C)[C@H](CN(C)CC2CCCCC2)Oc2ccc(NC(=O)CCCN(C)C)cc2C1=O returned TcdB inh -1.2.
O=C(C[C@H]1CC[C@H](NC(=O)c2cnccn2)[C@H](CO)O1)NCc1ccccc1F was read as TcdB inh 1.3.
`COc1ccc(S(=O)(=O)N(C)C[C@H]2Oc3c(NC(=O)c4nc5ccccc5s4)cccc3C(=O)N([C@H](C)CO)C[C@@H]2C)cc1` gave TcdB inh -1.0.
For CC(C)CC#Cc1ccc2c(c1)O[C@@H](CN(C)Cc1ccc(F)cc1)[C@H](C)CN([C@H](C)CO)S2(=O)=O the results were TcdB inh -1.2.
CN(C)c1ccc2c(c1)[C@H]1C[C@H](CC(=O)N3CCCCC3)O[C@@H](CO)[C@H]1O2 was read as TcdB inh -50.
Screening COc1ccc(NC(=O)Nc2cccc3c2O[C@@H](CN(C)Cc2ccccc2)[C@H](C)CN([C@H](C)CO)C3=O)cc1 returned TcdB inh -0.1.
CNC(=O)C[C@H]1CC[C@@H]2[C@H](COc3ccc(NC(=O)c4ccc(F)cc4)cc3C(=O)N2C)O1 was read as TcdB inh 3.8.
O=C(C[C@H]1CC[C@H]2[C@@H](COC[C@H](O)CN2CCc2ccccc2)O1)NCc1ccccc1 was read as TcdB inh -1.8.
For CC(C)NC(=O)N(C)C[C@@H]1OCCCC[C@@H](C)Oc2ccc(NS(=O)(=O)c3ccc(F)cc3)cc2C(=O)N([C@@H](C)CO)C[C@H]1C the results were TcdB inh 1.1.
For O=C(C[C@H]1CC[C@@H]2[C@H](COC[C@@H](O)CN2S(=O)(=O)c2cccc(Cl)c2)O1)N1CCOCC1 the results were TcdB inh 0.6.
Screening Cc1ccccc1S(=O)(=O)N1CC[C@H]2[C@H](CO)Nc3ccc(-c4ccc(C#N)cc4)cc3[C@H]21 returned TcdB inh 1.0.
C[C@H](CO)N1C[C@H](C)[C@@H](CN(C)CC2CCCCC2)Oc2ccc(NC(=O)Nc3ccc4c(c3)OCO4)cc2C1=O was read as TcdB inh -1.4.
Screening CC(C)C#Cc1ccc2c(c1)O[C@@H](CN(C)Cc1ccccn1)[C@H](C)CN([C@H](C)CO)S2(=O)=O returned TcdB inh -0.5.
For Cc1noc(C)c1NC(=O)Nc1cccc2c1O[C@H](CN(C)CC1CCCCC1)[C@H](C)CN([C@H](C)CO)C2=O the results were TcdB inh -6.2.
`C[C@@H]1CN([C@@H](C)CO)C(=O)c2cc(NC(=O)Cn3cnnn3)ccc2O[C@H]1CN(C)S(=O)(=O)c1ccc(F)cc1` gave TcdB inh 0.0.
`C[C@H](CO)N1C[C@H](C)[C@H](CN(C)C(=O)CCCN(C)C)OCCCC[C@H](C)Oc2ccc(NS(=O)(=O)c3cccs3)cc2C1=O` gave TcdB inh 0.4.
`Cc1noc(C)c1NC(=O)Nc1ccc2c(c1)CC(=O)N([C@@H](C)CO)C[C@@H](C)[C@@H](CN(C)Cc1ccc(C(F)(F)F)cc1)O2` gave TcdB inh 0.5.
`N#C[C@@H]1[C@@H](c2ccc(C#CC3CC3)cc2)[C@H](CO)N1S(=O)(=O)c1ccccc1` gave TcdB inh -0.2.
`O=C(NC1CCCC1)N[C@@H]1C=C[C@H](CC(=O)N2CCOCC2)O[C@@H]1CO` gave TcdB inh -0.5.
For C[C@@H]1CCCCO[C@H](CN(C)Cc2ccc(C(F)(F)F)cc2)[C@H](C)CN([C@H](C)CO)C(=O)c2cc(NS(=O)(=O)c3ccccc3)ccc2O1 the results were TcdB inh 1.2.
`O=C(C[C@@H]1CC[C@@H]2[C@H](COC[C@H](O)CN2S(=O)(=O)c2ccccc2)O1)NCc1ccc(-c2ccccc2)cc1` gave TcdB inh 0.5.
COc1ccc(NC(=O)N(C)C[C@H]2Oc3ccc(NS(=O)(=O)c4c(C)noc4C)cc3CC(=O)N([C@@H](C)CO)C[C@@H]2C)cc1 was read as TcdB inh -1.2.
`COc1ccc(S(=O)(=O)N(C)C[C@@H]2Oc3c(NC(=O)C4CC4)cccc3C(=O)N([C@H](C)CO)C[C@H]2C)cc1` gave TcdB inh 0.0.
`C/C=C/c1ccccc1[C@H]1[C@@H](CO)N(C(=O)CN2CCOCC2)[C@H]1C#N` gave TcdB inh -0.2.
`COCC(=O)Nc1ccc2c(c1)[C@H]1C[C@@H](CC(=O)NCc3ccc(OC)cc3)O[C@H](CO)[C@H]1O2` gave TcdB inh 0.3.
CC(C)c1cn(CC[C@@H]2CC[C@@H](NC(=O)C3CC3)[C@@H](CO)O2)nn1 was read as TcdB inh 1.3.
For C[C@H](CO)N1C[C@H](C)[C@H](CN(C)C(=O)Nc2ccccc2)Oc2ccc(NC(=O)c3ccncc3)cc2C1=O the results were TcdB inh 0.4.
For Cc1cc(C(=O)Nc2cccc3c2O[C@@H](CN(C)S(=O)(=O)c2ccc(Cl)cc2)[C@H](C)CN([C@@H](C)CO)C3=O)n(C)n1 the results were TcdB inh -0.5.
COc1ccc(S(=O)(=O)Nc2ccc3c(c2)C(=O)N([C@H](C)CO)C[C@H](C)[C@@H](CN(C)C(=O)CCCN(C)C)OCCCC[C@H](C)O3)cc1 was read as TcdB inh 0.0.
For CN(C)CC#Cc1ccc([C@@H]2[C@@H](CO)N3C(=O)CN(C(=O)c4ccccc4)C[C@@H]23)cc1 the results were TcdB inh -0.9.
C[C@@H]1CCCCO[C@H](CN(C)Cc2ccncc2)[C@H](C)CN([C@H](C)CO)C(=O)c2cc(NS(=O)(=O)c3ccc(Cl)cc3)ccc2O1 was read as TcdB inh -0.2.
For CN1[C@@H]2c3ccc(-c4ccncc4)c(=O)n3C[C@@H]2[C@@H](CO)[C@@H]1C(=O)N1CCc2ccccc2C1 the results were TcdB inh 0.2.
Screening COc1ccc(NC(=O)Nc2ccc3c(c2)CC(=O)N([C@H](C)CO)C[C@H](C)[C@@H](CN(C)S(=O)(=O)c2ccc(OC)cc2)O3)cc1 returned TcdB inh -0.8.
For COCC(=O)N1CCCCN2[C@H](C1)[C@H](c1ccc(C#Cc3ccc(OC)cc3)cc1)[C@@H]2CO the results were TcdB inh 0.8.
Screening C[C@@H]1CN([C@H](C)CO)S(=O)(=O)c2ccc(C#CC3CCCC3)cc2O[C@H]1CN(C)C(=O)Cc1ccncc1 returned TcdB inh 1.1.
For O=C(C[C@H]1CC[C@@H]2[C@H](COC[C@@H](O)CN2Cc2cccc(-c3ccncc3)c2)O1)N1CCN(c2ccccc2)CC1 the results were TcdB inh -0.2.
Screening COCCNC(=O)C[C@@H]1C[C@H]2c3cc(NC(=O)c4ccc5c(c4)OCO5)ccc3O[C@H]2[C@@H](CO)O1 returned TcdB inh 1.1.
Screening CCC(=O)Nc1ccc2c(c1)C(=O)N(C)[C@@H]1CC[C@H](CC(=O)NC3CCCC3)O[C@H]1CO2 returned TcdB inh 1.0.
`CO[C@H]1CN(C)C(=O)c2cc(NC(=O)c3ccc4c(c3)OCO4)ccc2OC[C@H](C)N(CCC(F)(F)F)C[C@H]1C` gave TcdB inh 1.5.
`C[C@@H]1CN([C@H](C)CO)C(=O)Cc2cc(NC(=O)NC3CCCCC3)ccc2O[C@@H]1CN(C)CC1CCCCC1` gave TcdB inh 1.4.
`CNC[C@@H]1Oc2c(NC(=O)C3CC3)cccc2C(=O)N([C@H](C)CO)C[C@H]1C` gave TcdB inh 0.2.
`O=C(Nc1ccc(F)cc1)N[C@@H]1C=C[C@H](CC(=O)N2CCOCC2)O[C@H]1CO` gave TcdB inh -5.5.
`O=C(Nc1ccc(F)cc1)N[C@@H]1CC[C@@H](CCNC(=O)c2cc(Cl)cc(Cl)c2)O[C@@H]1CO` gave TcdB inh -0.1.
`O=C(Nc1cc(F)ccc1F)N1C[C@@H]2[C@H](c3ccccc31)[C@@H](CO)N2Cc1cccnc1` gave TcdB inh -7.3.
Screening C[C@@H]1CN([C@@H](C)CO)C(=O)c2ccccc2-c2ccccc2CO[C@@H]1CN(C)C(=O)Nc1ccc2c(c1)OCO2 returned TcdB inh -0.8.
For C[C@H](CO)N1C[C@H](C)[C@H](CN(C)Cc2ccc(Cl)c(Cl)c2)Oc2ccc(NS(C)(=O)=O)cc2C1=O the results were TcdB inh 0.5.
C[C@@H]1CN([C@@H](C)CO)S(=O)(=O)c2ccc(C3=CCCCC3)cc2O[C@@H]1CN(C)C(=O)c1ccccc1 was read as TcdB inh 0.9.
`CC(C)NC(=O)Nc1ccc2c(c1)C(=O)N([C@@H](C)CO)C[C@H](C)[C@H](CN(C)C(=O)Nc1ccc3c(c1)OCO3)OCCCC[C@H](C)O2` gave TcdB inh 1.4.
COc1ccc(CN(C)C[C@H]2Oc3ccc(NC(=O)Cc4ccccc4)cc3CC(=O)N([C@H](C)CO)C[C@H]2C)cc1 was read as TcdB inh 0.7.
COc1ccc(-c2cnc3c(c2)C(=O)N([C@@H](C)CO)C[C@@H](C)[C@H](CN(C)C(=O)Cc2ccccn2)O3)cc1 was read as TcdB inh -0.9.
Screening CN1C(=O)c2cc(NC(=O)C3CCCC3)ccc2OC[C@H]2O[C@@H](CC(=O)NCC3CC3)CC[C@H]21 returned TcdB inh 1.3.

At a glance, part of the list above:
For CN1[C@@H]2c3ccc(-c4ccncc4)c(=O)n3C[C@@H]2[C@@H](CO)[C@@H]1C(=O)N1CCc2ccccc2C1 the results were TcdB inh 0.2.
Screening COc1ccc(NC(=O)Nc2ccc3c(c2)CC(=O)N([C@H](C)CO)C[C@H](C)[C@@H](CN(C)S(=O)(=O)c2ccc(OC)cc2)O3)cc1 returned TcdB inh -0.8.
For COCC(=O)N1CCCCN2[C@H](C1)[C@H](c1ccc(C#Cc3ccc(OC)cc3)cc1)[C@@H]2CO the results were TcdB inh 0.8.
Screening C[C@@H]1CN([C@H](C)CO)S(=O)(=O)c2ccc(C#CC3CCCC3)cc2O[C@H]1CN(C)C(=O)Cc1ccncc1 returned TcdB inh 1.1.
For O=C(C[C@H]1CC[C@@H]2[C@H](COC[C@@H](O)CN2Cc2cccc(-c3ccncc3)c2)O1)N1CCN(c2ccccc2)CC1 the results were TcdB inh -0.2.
Screening COCCNC(=O)C[C@@H]1C[C@H]2c3cc(NC(=O)c4ccc5c(c4)OCO5)ccc3O[C@H]2[C@@H](CO)O1 returned TcdB inh 1.1.
Screening CCC(=O)Nc1ccc2c(c1)C(=O)N(C)[C@@H]1CC[C@H](CC(=O)NC3CCCC3)O[C@H]1CO2 returned TcdB inh 1.0.
`CO[C@H]1CN(C)C(=O)c2cc(NC(=O)c3ccc4c(c3)OCO4)ccc2OC[C@H](C)N(CCC(F)(F)F)C[C@H]1C` gave TcdB inh 1.5.
`C[C@@H]1CN([C@H](C)CO)C(=O)Cc2cc(NC(=O)NC3CCCCC3)ccc2O[C@@H]1CN(C)CC1CCCCC1` gave TcdB inh 1.4.
`CNC[C@@H]1Oc2c(NC(=O)C3CC3)cccc2C(=O)N([C@H](C)CO)C[C@H]1C` gave TcdB inh 0.2.

Carrying on.
Screening CCCN(C)C[C@@H]1Oc2cc(C#Cc3ccc(OC)cc3)ccc2S(=O)(=O)N([C@H](C)CO)C[C@@H]1C returned TcdB inh -0.2.
`CCCC(=O)Nc1ccc2c(c1)C(=O)N(C)[C@H]1CC[C@H](CC(=O)O)O[C@H]1CO2` gave TcdB inh -17.
C[C@@H]1CN([C@@H](C)CO)C(=O)CCCn2cc(nn2)CO[C@@H]1CN(C)S(=O)(=O)c1ccccc1C#N was read as TcdB inh -0.6.
`CN1[C@@H]2c3ccc(-c4ccncc4)c(=O)n3C[C@H]1[C@H](CO)[C@H]2C(=O)NCCc1ccccc1` gave TcdB inh 1.0.
Screening O=C(Nc1ccc2c(c1)[C@@H]1C[C@@H](CC(=O)N3CCCCC3)O[C@H](CO)[C@@H]1O2)c1cccnc1 returned TcdB inh 1.1.
CN(C)CCCNC(=O)C[C@H]1C=C[C@@H](NS(=O)(=O)c2ccccc2)[C@H](CO)O1 was read as TcdB inh 0.1.
Screening O=S(=O)(NC[C@@H]1CC[C@@H]2[C@@H](CN2Cc2cccc(-c3ccccn3)c2)O1)c1ccccc1 returned TcdB inh 0.4.
For COCC#Cc1cnc2c(c1)C(=O)N([C@@H](C)CO)C[C@@H](C)[C@@H](CN(C)C(=O)Nc1c(C)noc1C)O2 the results were TcdB inh 0.3.
For COCC(=O)N(C)C[C@@H]1Oc2ncc(/C=C/c3ccccc3)cc2C(=O)N([C@H](C)CO)C[C@@H]1C the results were TcdB inh 1.1.
For CN(C)CC(=O)Nc1ccc2c(c1)[C@@H]1C[C@H](CC(=O)NCc3ccc(-c4ccccc4)cc3)O[C@@H](CO)[C@@H]1O2 the results were TcdB inh 0.1.
For COc1cccc(C#Cc2ccc3c(c2)[C@H]2[C@H](CCN2S(=O)(=O)c2cccc(OC)c2)[C@@H](CO)N3)c1 the results were TcdB inh -0.6.

This is a subset, so the mix of outcomes need not match the whole.
